Compound activity (PubChem)
SW480 rerep – inducers of DNA re-replication in SW480 colon cancer cells. AID 624297. actives 1.8% (n = 340,000). SW480 DNA re-replication, Hoechst DNA content imaging, 48 h. Potency, µM (series often up to 46.1 µM), for inactives: at the top dose re-replication activation, most hits filed as activators; further: potency means the concentration at half of the fitted maximal effect; % of control where 0% means no effect; nearly all actives have a fitted effect of over 55% in size
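Per well, 250 cells were exposed to pinned compound for 48 hr. Nuclear DNA was visualised with Hoechst (40 min, 37 C) and total object intensity recorded by fluorescence scanning.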
KB-V1 MDR tox – kills drug-selected multidrug resistant KB-V1 cells; KB-V1 MDR cells viability, CellTiter-Glo, 72 h; Potency, µM (top dose mostly 46.1 µM), for the others: at the highest dose activity change, negative = cytotoxicity, hits mostly cytotoxic; actives 3.4% (n = 400,000); further: potency means the concentration at half of the fitted maximal effect; on the % scale 0 is the no-effect control and ±100 the full control effect; nearly all actives have a fitted effect of over 60% in size
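Cytotoxicity via CellTiter-Glo luminescence after 72 h compound exposure at 37 degrees C. Cells: drug-selected KB-V1 line, DMEM phenol-red free plus 10% FBS. Compounds tested at multiple concentrations; normalized data fitted to concentration-effect curves.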
MCF10A rerep – induces DNA re-replication in MCF 10a normal breast cells. MCF 10A DNA re-replication, Hoechst nuclear intensity, 48 h. actives 2.9% (n = 350,000). Potency, µM (highest dose often 46.1 µM), without a hit: at the top dose activity, positive = re-replication, usual class: activators. AID 624296; further: potency means the concentration at half of the fitted maximal effect; % of control where 0% means no effect; nearly all actives have a fitted effect of over 50% in size
HT1080NT lethal – kills 2HG-producing HT-1080-NT fibrosarcoma cells. HT-1080-NT fibrosarcoma viability, CellTiter-Glo ATP luminescence, 48 h. Potency, µM (series often up to 46.1 µM), for the others: top-dose activity, negative = less viability, hits mostly cytotoxic. actives 1.6% (n = 360,000). AID 686970;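 further: NT is the 2HG producing partner of a matched IDH1 knockdown line; potency means the concentration at half of the fitted maximal effect; 0% = DMSO-treated cells and -100% = media-only wells without cells; nearly all actives have a fitted effect of over 55% in size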
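750 cells/well, RPMI + 5% FBS; 2 h settle, compound pin-transfer, 48 h at 37 degrees C. CellTiter-Glo 10 min RT, luminescence. Normalized to DMSO and media-only wells.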
WRN helicase inh – WRN helicase (human) inhibition | WRN helicase unwinding, fluorescent forked duplex, kinetic | Potency, µM (top dose mostly 114 µM), inactives show at the top dose activity change, negative = inhibition, usual class: inhibitors | actives 0.46% (n = 360,000) | Q14191 | AID 651768; further: potency means the concentration at half of the fitted maximal effect; on the % scale 0 is the no-effect control and ±100 the full control effect; nearly all actives have a fitted effect of over 55% in size
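Screening of the MLSMR collection measured strand separation of a quenched forked DNA duplex (100 nM) by 20 nM WRN with 2 mM ATP, all final. Compounds were preincubated with enzyme 15 min at room temperature.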
ATXN2 expr inh – reduces ATXN2 reporter expression in HEK-293 cells; HEK-293 ATXN2-luciferase reporter, luminescence, 24 h; Potency, µM (series often up to 57 µM), without a hit: at the highest dose activity change, negative = inhibition, usual class: inhibitors; actives 0.72% (n = 360,000); further: potency means the concentration at half of the fitted maximal effect; on the % scale 0 is the no-effect control and ±100 the full control effect; nearly all actives have a fitted effect of over 55% in size
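ATXN2-luciferase reporter cells (luciferase flanked by upstream and downstream ATXN2 gene portions) were treated 24 h at 37 °C with compounds at up to 57 uM. SteadyGlo luminescence gave expression; GF-AFC fluorescence gave viability.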
KB-3-1 tox – kills parental KB-3-1 adenocarcinoma cells | KB-3-1 viability, CellTiter-Glo ATP luminescence, 72 h | Potency, µM (doses to about 46.1 µM), for inactives: at the top dose activity change, negative = cytotoxic, actives largely listed as cytotoxic | actives 1.4% (n = 400,000) | AID 1347075; further: potency means the concentration at half of the fitted maximal effect; on the % scale 0 is the no-effect control and ±100 the full control effect; nearly all actives have a fitted effect of over 60% in size
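KB-3-1 cells, DMEM (no phenol red) + 10% FBS; compound by pin transfer, 72 h, 37 °C. Readout: CellTiter-Glo luminescence after 10 min. Data normalized, curve-fitted.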
HT1080 IDH1KD tx – toxicity to HT-1080 IDH1 knockdown cells (counter line); HT-1080 IDH1 knockdown viability, ATP luminescence, 48 h; actives 2% (n = 360,000); Potency, µM (series often up to 46.1 µM), without a hit: at the top dose activity, negative = toxicity, actives largely listed as cytotoxic;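 further: potency means the concentration at half of the fitted maximal effect; 0% = DMSO wells and -100% = cell-free medium wells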
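Using the IDH1-knockdown HT-1080 line run in the same batch and compound series as the NT line, viability after 48 h at 37 °C was determined by CellTiter-Glo luminescence and expressed as % activity.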
IL1B secr inh – inhibitors of inflammasome signaling (IL-1 beta secretion). actives 4.7% (n = 360,000). AID 743279. THP-1 LPS/ATP IL-1B secretion, AlphaLISA, 16 h; stronger effect = lower value. activity change, % at 57.5 µM; in the data active means activity change below about -50%; inconclusive means mostly about -30% to -49%; further: on the % scale 0 is the no-effect control and ±100 the full control effect
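THP-1 cells pretreated 1 hr with compounds (up to 57.5 uM final), then stimulated with LPS (250 ng/mL final) plus ATP (1.25 mM final); secreted IL-1B measured by AlphaLISA after 16 hr, decreased signal indicating inhibition.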
Active calls of the source: *; ? = inconclusive; / = no result given; & = joins results of further samples; [ ] = another dose, or the depositor's remark. Unless noted, the call rests on the fitted dose curve; in most records, active means well fitted curve in the direction sought with a large enough effect; inconclusive means small, poorly fitted or top-dose-only effect, or another doubt; inactive means no such curve, though single readings can be large; an effect the other way counts as inactive or inconclusive.

Results follow in this order: SW480 rerep	KB-V1 MDR tox	MCF10A rerep	HT1080NT lethal	WRN helicase inh	ATXN2 expr inh	KB-3-1 tox	HT1080 IDH1KD tx	IL1B secr inh
1: O=C(NC12CC3CC(CC(C3)C1)C2)N1CCN(C2CCCCC2)CC1
    -1%	-19%	2.1µM*	3%	12%	-29%	-4%	-7%	5
2: CC(=O)c1ccc(N2CCC(C(=O)O)CC2)cc1
    -5%	-1%	12%	16%	0%	9%	20%	11%	38
3: Cc1cc(Cl)ccc1OC(C)C(=O)NCCc1ccc2c(c1)OCCO2 (centres undefined)
    0%	?	20%	-10%	-3%	/	-1%	-28%	15
4: CCC(=O)N1CCN(c2ccc(NC(=O)COc3ccccc3Cl)cc2)CC1
    -7%	?	1%	?	1%	-36%	?	-20%	-55*
5: COc1cccc(C2=NOC(C(=O)Nc3ccc(OC)c(OC)c3)C2)c1 (centres undefined)
    -14%	?	5%	6%	-5%	-6%	0%	4%	21
6: Cc1ccc(C(=O)C(C)OC(=O)Cc2c[nH]c3ccccc23)cc1 (centres undefined)
    -3%	-11%	?	-3%	-28%	1%	1%	-2%	4
7: COC(=O)c1ccc(CNC(=O)C2CCC(=O)N(Cc3cccc(F)c3)C2)cc1 (centres undefined)
    -5%	14%	8%	-3%	7%	1%	17%	15%	0
8: COc1cccc(N2C(=O)CN(Cc3ccccc3)C2=S)c1
    -3%	10%	5%	5%	0%	11%	-3%	-1%	9
9: O=C(COC(=O)c1cc(Cl)nc(Cl)c1)NC1CCCCCC1
    -3%	0%	3%	7%	-17%	/	3%	15%	14
10: CC(OC(=O)/C=C/c1ccccc1)C(=O)N1CCc2ccccc21 (centres undefined)
    -55%[inhibitor]	3%	4%	0%	-3%	-11%	9%	-4%	-8
11: O=C(C(c1ccccc1)c1ccccc1)N1CCN(c2ccccn2)CC1
    32%	?	4%	-17%	-1%	-19%	?	-22%	-2
12: COCCNC(=O)c1ccc(CSCc2cccc(Cl)c2)o1
    -17%	1%	-2%	-1%	-5%	/	4%	6%	-11
13: CCCCn1c(N)c(N(CCOC)C(=O)CCC2CCCCC2)c(=O)[nH]c1=O
    -6%	0%	1%	0%	10%	-4%	?	-4%	?
14: Cc1cccc(OCC(=O)Nc2sc3c(c2C#N)CCC3)c1
    -6%	-26%	-2%	4%	-3%	62%[activator]	14%	3%	-15
15: CC1CCCCC1NC(=O)CN1CCC(NC(=O)c2cccc(F)c2)CC1 (centres undefined)
    -5%	-30%	8%	-2%	2%	17%	-4%	5%	1
16: CC(C)(C)[C@@H]1C=C(C(=O)O)[C@H](c2ccc(Cl)cc2)N1S(=O)(=O)c1ccccc1
    1%[9.22 µM]	-14%	21%	-5%	-8%	-1%	-17%	1%	45
17: Cc1oc(C(C)(C)C)cc1C(=O)NC1CCN(Cc2ccccc2)CC1
    -11%	-3%	-1%	-11%	-20%	-13%	-3%	-1%	?
18: CCOC(=O)CSc1nnc(Cn2nnc(-c3ccccc3)n2)n1CC
    -2%	2%	-2%	4%	-5%	6%	-8%	?	-1
19: COc1ccc(CC(NC(C)=O)C(=O)NC2CCN(C(=O)c3ccncc3)CC2)cc1OC (centres undefined)
    1%	51%	-3%	12%	12%	1%	0%	13%	22
20: O=C(Cc1ccccc1)NCc1n[nH]c(=S)n1-c1ccc(Br)cc1
    -1%	6%	0%	-7%	-17%[57.1 µM]	7%	4%	0%	-6
21: COc1ccc2nc(/C=N/NC(=O)CCNC(=O)OC(C)(C)C)ccc2c1
    -2%	4%	4%	3%	-18%	13%	-1%	5%	-14
22: COc1ccc(S(=O)(=O)N2CCCOC2CNC(=O)C(=O)NCc2cccnc2)cc1 (centres undefined)
    -4%	22%	-1%	6%	-11%	-2%	2%	6%	5
23: COCCN(C(=O)CCC(=O)Nc1ccccn1)C(C(=O)NC(C)C)c1ccc(Cl)cc1 (centres undefined)
    -37%[inhibitor]	-3%	-27%	-3%	-20%[57.1 µM]	6%	-3%	0%	6
24: C[n+]1ccc(/C=C/c2ccc(Br)cc2)cc1
    28%	3%	7%	3%	-16%	-17%	?	-3%	?
25: Nc1ccc(C(=O)Nc2ccc(Nc3ccncc3)cc2)cc1
    0%	6%	29%	-3%	2%	/	11%	-4%	-2
26: O=S(=O)(NC(=S)NC1CCCCC1)c1ccc(Br)cc1
    -1%	-10%	-5%	4%	-29%	3%[11.3 µM]	0%	-2%	14
27: Cc1ccc(NCc2ccccc2O)c(C)c1
    -23%	18%	-4%	-13%	1%	15%	2%	-23%	-17
28: CC(C)c1nc(SCC(=O)NC2CCCC2)c2ccccc2n1
    -4%	-27%	7%	-16%	-34%	-2%	-2%	1%	?
29: COc1cc(C(=O)Nc2ccc3nc4n(c(=O)c3c2)CCCCC4)cc(OC)c1OC
    -2%	-2%&17%	2%	?	-1%	6%&-25%	0%&10%	18µM*	26
30: O=C(NCC(O)c1ccccc1)Nc1cccs1 (centres undefined)
    -7%	-1%	-2%	1%	-3%	10%	-1%	3%	0

4 entries picked at random from those above:
Results follow in this order: SW480 rerep	KB-V1 MDR tox	MCF10A rerep	HT1080NT lethal	WRN helicase inh	ATXN2 expr inh	KB-3-1 tox	HT1080 IDH1KD tx	IL1B secr inh
23: COCCN(C(=O)CCC(=O)Nc1ccccn1)C(C(=O)NC(C)C)c1ccc(Cl)cc1 (centres undefined)
    -37%[inhibitor]	-3%	-27%	-3%	-20%[57.1 µM]	6%	-3%	0%	6
19: COc1ccc(CC(NC(C)=O)C(=O)NC2CCN(C(=O)c3ccncc3)CC2)cc1OC (centres undefined)
    1%	51%	-3%	12%	12%	1%	0%	13%	22
24: C[n+]1ccc(/C=C/c2ccc(Br)cc2)cc1
    28%	3%	7%	3%	-16%	-17%	?	-3%	?
26: O=S(=O)(NC(=S)NC1CCCCC1)c1ccc(Br)cc1
    -1%	-10%	-5%	4%	-29%	3%[11.3 µM]	0%	-2%	14

Following part:
Results follow in this order: SW480 rerep	KB-V1 MDR tox	MCF10A rerep	HT1080NT lethal	WRN helicase inh	ATXN2 expr inh	KB-3-1 tox	HT1080 IDH1KD tx	IL1B secr inh
31: O=C(NC1CCCCC1)c1ccc(-c2cn[nH]c2)c2ccoc12
    /	2%	/	-24%	-21%	14%	-1%	-17%	-10
32: Cc1c2ccccc2nc2c(F)c(NCCO)c(F)c(F)c12
    ?	?	?	-6%	?	8%	-22%	-4%	-87*
33: NC(=O)NC(CC(=O)NNC(=O)c1cccs1)c1ccc(Cl)cc1 (centres undefined)
    2%	1%	-4%	10%	-7%	13%	29%	8%	6
34: CCCCCc1c(C)nc(SCC(=O)O)[nH]c1=O
    -6%	14%	-3%	5%	-20%	1%	13%	1%	13
35: CC(=O)N1CCOc2ccc(S(=O)(=O)NCCc3cccc(C)c3)cc21
    -6%	-18%	0%	-2%	4%	3%	-5%	1%	21
36: COc1cc(OC)cc(-c2nnc(N(C)C(=O)c3ccncc3)s2)c1
    5%	1%	6%	2%	2%	/	3%	6%	-19
37: N#Cc1ccccc1OCC(=O)NCCNC(=O)COc1ccccc1C#N
    -27%	0%	-4%	11%	-3%	5%	14%	6%	5
38: CCCC(=O)Nc1sc(C(=O)Nc2cccc(N)c2)c(C)c1C(=O)OC
    -1%	-2%	18%	?	-7%	24%	?	?	-9
39: COC(=O)c1ccc(-c2csc(NC(=O)C3=COCCO3)n2)cc1
    -5%	-24%	11%	-24%	?	1%	-5%	-22%	-14
40: Cc1cccnc1NS(=O)(=O)c1ccccc1
    /	-1%	/	0%	-9%	/	-5%	-6%	-24
41: COc1ccc2nc(SCC(=O)NC3CCCC3)c(C)cc2c1
    ?	?	8.2µM*	?	10%	-22%	7.3µM*	5.8µM*	65
42: Cc1nn(Cc2cccc(C(=O)N3CCCC(C)C3)c2)c(C)c1[N+](=O)[O-] (centres undefined)
    8%	?	3%	-2%	0%	-14%	-19%	?	4
43: Brc1ccc(-c2noc3c2-c2nc(C4CCCCC4)sc2CC3)cc1
    -7%	9%	8%	20%	3%	6%	9%	12%	19
44: Cc1cc(/C=N\NC(=O)CC(=O)NC2CCCCC2)c(C)n1-c1cccc(Cl)c1Cl
    ?	23µM*	?	-15%	-2%	-2%	?	-19%	-5
45: CCC(C(=O)NC(C)(C)C)N(Cc1ccc(F)cc1)C(=O)c1snc(C(N)=O)c1N (centres undefined)
    3%	-21%	0%	-9%	0%	-12%	-5%	-3%	-4
46: COc1cc(S(=O)(=O)NCC2COCCO2)ccc1-n1cnnn1 (centres undefined)
    -6%	-13%	-4%	0%	-3%	-5%	4%	5%	41
47: O=C1c2cccc3cccc(c23)C(=O)N1CCCc1n[nH]c(=S)n1-c1ccccc1
    -2%	?	0%	-3%	-11%	-6%	0%	-12%	-23
48: O=C(CN1CCN(C(=O)C2CC2)CC1)Nc1ccc(Cl)cc1F
    -1%	-21%	6%	-11%	1%	2%	-5%	-6%	11
49: COc1ccccc1NC(=O)C1CCN(c2ncnc3c2nc2n3CCCCC2)CC1
    3%	12%	0%	0%	9%	-24%	-11%	-5%	?
50: CC(C)C1N=C2c3ccccc3N=C(SCC#N)N2C1=O (centres undefined)
    -11%	5%	14%	8%	-4%	-19%	-19%	3%	0
51: COc1ccccc1NS(=O)(=O)c1cc(NC(=O)COc2ccccc2)ccc1N1CCOCC1
    -7%	?	-2%	-1%	-11%	3%	-10%	-15%	-11
